LEDGF integ inh: blockers of LEDGF/p75-dependent integrase strand transfer – biochemical, TR-FRET, high throughput, primary screen; actives 0.64% (n = 370,000); TR-FRET IN-LEDGF/p75 DNA integration, Eu/Cy5; inhibition, % at 3.7 µM; AID 743269, 2014;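 active = inhibition above the screen-wide mean plus 3 SD, cut at about 13% in these data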;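 also: signal is the Cy5 over europium emission ratio at 671 and 618 nm; 0% = plate median of compound wells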
PG9 binder: binders of HIV-1 gp120 antibody PG9, primary screen, biochemical, TR-FRET | TR-FRET gp120-PG9 antibody binding | actives 0.43% (n = 360,000) | HIV-1 gp120 / PG9 antibody interaction | inhibition, % at 6.7 µM; in the data active = inhibition above about 8.5%
UHRF1 MBD2 ctr: UHRF1 methylated DNA binding inhibitors, primary screen, counter-screen for MBD2 inhibitor project, biochemical, TR-FRET, human UHRF1, single concentration; E3 ubiquitin-protein ligase UHRF1 (Homo sapiens), Q96T88; UHRF1 binding to methylated oligo; inhibition, % at 4.4 µM; actives 0.75% (n = 370,000); in the data active = inhibition above about 21%;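 also: UHRF1 SRA domain binding a hemimethylated CpG hairpin DNA probe; 0% = median of test compound wells and 100% = reference inhibitor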
TDP2 absorb: human TDP2 enzyme inhibitors, primary screen, biochemical, epi absorbance, recombinant enzyme; AID 720702, 2013; T5PNP hydrolysis, p-nitrophenol absorbance 415 nm; Tyrosyl-DNA phosphodiesterase 2 (Homo sapiens), O95551; actives 0.34% (n = 370,000); inhibition, % at 12.8 µM;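 active = inhibition above the mean of all tested compounds plus 3 SD, set per campaign, cut at about 25% in these data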;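 also: 0% = DMSO with enzyme and 100% = buffer with substrate but no TDP2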
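Test system: human TDP2 enzyme; Input: 120 nM TDP2 per well; Buffer or medium: Mg2+-containing Tris-HCl buffer, pH 7.5; Reagent: 5 mM T5PNP; Dosing: 12.8 µM single point, 1% DMSO; Incubation: reaction 2 h, 37 °C; Detection: p-Nitrophenol epi absorbance; Read-out: % inhibition relative to enzyme-containing and enzyme-free wells; Replicates: single well per compound.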
TCR CD3 inh: inhibitors of human TCR-CD3 interaction, primary screen, biochemical, fluorescence, TAMRA-labeled TCR probe. T-cell receptor (TCR). inhibition, % at 9.4 µM. actives 0.37% (n = 360,000); in the data active = inhibition above about 19%;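 also: recombinant mutant TCR 2C K166C tagged with TAMRA read by polarization; 0% = receptor in buffer alone and 100% = receptor with positive control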
ABHD4 inh: ABHD4 inhibitors, primary screen, biochemical, fluorescence polarization, mouse | (Lyso)-N-acylphosphatidylethanolamine lipase (Mus musculus), Q8VD66 | purified mABHD4, FP-Rh probe fluorescence polarization | inhibition, % at 8.92 µM | actives 0.54% (n = 370,000) | AID 720543, 2013;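 active = inhibition exceeding the mean over every tested compound plus 3 SD, cut at about 30% in these data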;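 also: 0% = plate median of compound wells and 100% = S159A mutant with DMSO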
Target sequence (Q8VD66 whole entry, looked up): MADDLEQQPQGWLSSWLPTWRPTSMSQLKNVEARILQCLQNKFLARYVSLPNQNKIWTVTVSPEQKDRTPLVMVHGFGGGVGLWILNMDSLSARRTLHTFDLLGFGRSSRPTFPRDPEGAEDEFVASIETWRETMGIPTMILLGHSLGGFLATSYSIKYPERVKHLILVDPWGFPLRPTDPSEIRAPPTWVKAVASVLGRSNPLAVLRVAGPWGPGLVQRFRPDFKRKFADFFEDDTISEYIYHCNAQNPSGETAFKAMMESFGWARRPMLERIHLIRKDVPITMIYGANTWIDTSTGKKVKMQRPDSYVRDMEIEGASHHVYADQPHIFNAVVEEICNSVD
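Test system: mABHD4 protein; Read-out basis: % inhibition; Incubation: 45 min + 60 min at 25 °C; Repeats: single replicate; Technique: fluorescence polarization with parallel and perpendicular emission, 525/598 nm; Compound: 8.92 µM, single dose; Benchmarks: full inhibition S159A mutant plus DMSO, zero as sample-well median.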
DDE Tn7 FP inh: inhibitors of Tn7 peptide binding to fibrin DD(E), primary screen, biochemical, fluorescence polarization, human fibrin, Tn7 probe. inhibition, % at 8.3 µM. actives 0.13% (n = 370,000). Fibrinogen beta chain (Homo sapiens), P02675. FP displacement of FITC-Tn7 peptide from fibrin DD(E); 0% = median of compound wells per plate;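 active = inhibition above the mean of compounds falling within the control limits plus 3 SD of them, cut at about 14% in these data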;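 also: 0% = plate median of compound wells and 100% = 10 µM Aha-Tn7 peptide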
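Measure: % inhibition scaled between sample-field median and high-control FP; Test system: human fibrin DD(E); Quantity: 2 µM final DD(E) protein; Doses: one dose, 8.3 µM nominal; Schedule: compound with protein 10 min, then 3 h after probe, room temperature; Detection: fluorescence polarization; Medium: Tris buffer with calcium and detergent, pH 7.8.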
HTRA1 inhibitor: HTRA1 serine protease inhibitors, primary screen, biochemical, fluorescence polarization, HTS | Q92743 | recombinant HTRA1, FP-rhodamine activity-based probe | inhibition, % at 5.96 µM | actives 0.5% (n = 340,000) | AID 504803, 2011; in the data active = inhibition above about 36%;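 also: 0% = enzyme with DMSO and 100% = wells lacking enzyme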
Target sequence (Q92743 whole entry, looked up): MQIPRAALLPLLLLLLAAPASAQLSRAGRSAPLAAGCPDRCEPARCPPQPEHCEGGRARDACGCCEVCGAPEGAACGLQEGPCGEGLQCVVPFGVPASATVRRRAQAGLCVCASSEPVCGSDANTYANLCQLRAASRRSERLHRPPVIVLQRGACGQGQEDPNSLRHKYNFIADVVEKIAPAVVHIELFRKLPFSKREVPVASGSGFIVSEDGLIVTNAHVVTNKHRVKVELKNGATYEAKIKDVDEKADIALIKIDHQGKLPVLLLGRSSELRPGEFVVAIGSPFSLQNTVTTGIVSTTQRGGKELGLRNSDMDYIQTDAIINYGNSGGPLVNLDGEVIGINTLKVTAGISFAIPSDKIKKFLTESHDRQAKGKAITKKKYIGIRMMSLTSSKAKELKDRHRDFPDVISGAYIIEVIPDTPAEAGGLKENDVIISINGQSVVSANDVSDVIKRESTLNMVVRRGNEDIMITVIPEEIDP
PRMT1 inh: PRMT1 methyltransferase inhibitors, primary screen, biochemical, fluorescence polarization | inhibition, % at 2.79 µM | Protein arginine N-methyltransferase 1 (Homo sapiens), Q99873 | actives 1.3% (n = 370,000) | recombinant PRMT1, activity-based probe fluorescence polarization;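 active = inhibition above about 21% made by adding two undisclosed values, limit read from the data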
SIAE inh: human SIAE inhibitors, primary screen, biochemical, fluorescence polarization, FP-Rh probe, 1536-well HTS. Sialate O-acetylesterase (Homo sapiens), Q9HAT2. SIAE FP-Rh probe binding. inhibition, % at 9.66 µM. actives 0.69% (n = 370,000);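 active = inhibition above a cutoff: mean of compounds within the control limits plus 3 SD of those, cut at about 17% in these data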;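 also: 0% = plate median of compound wells and 100% = probe without SIAE protein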
Active calls of the source: *; . = not tested or not shown; & = joins results of further samples.

Results follow in this order: LEDGF integ inh | PG9 binder | UHRF1 MBD2 ctr | TDP2 absorb | TCR CD3 inh | ABHD4 inh | DDE Tn7 FP inh | HTRA1 inhibitor | PRMT1 inh | SIAE inh
1) Cc1cccc(S(=O)(=O)c2c(C)cc(C)[nH]c2=O)c1
 : -5 | 1.3 | 1 | -4 | -7 | -4 | 5 | 0 | 6 | -2
2) CCCCn1c(N)c(N(C)C(=O)c2c(C)nn(-c3ccccc3)c2C)c(=O)[nH]c1=O
 : -4 | 0.9 | -1 | -1 | 2 | 10 | -5 | -1 | 4 | 5
3) C=CCN(C(C(=O)OC)C(C)C)S(=O)(=O)CCNCc1ccccc1 (centres undefined)
 : -3 | 1.7 | -1 | 7 | 3 | -3 | 3 | -2 | -2 | 8
4) CN(C)CCN(C(=O)C1=COCCO1)c1nc2ccc(Cl)cc2s1
 : 0 | 0.1 | -2 | -12 | 2 | 3 | 4 | -4 | 2 | -3
5) CC1CC(C)CN(C(=O)c2cc3c(=O)n4ccccc4nc3s2)C1 (centres undefined)
 : 1 | -0.8 | -2 | 7 | -1 | 4 | -5 | -9 | 1 | -1
6) CN(CC(=O)Nc1ccccc1Cl)C(=O)CSc1nncn1C
 : -2 | -0.8 | 4 | -13 | -7 | -2 | -5 | 1 | 2 | 7
7) N#CCCN1CCn2c1nc1ccccc12
 : 1 | -0.8 | 7 | -17 | 5 | -5 | -1 | -3 | 0 | -10
8) O=S(=O)(c1ccc(F)cc1)N1CCN(S(=O)(=O)c2cccs2)CC1
 : 1 | -3.1 | 0 | 3 | 5 | 1 | 1 | 1 | 1 | -2
9) COc1ccc(S(=O)(=O)N2CCN(C(=O)[C@@H]3CCCN3C(=O)c3cccs3)CC2)cc1
 : 3 | 0.1 | 0 | -6 | -4 | 3 | 3 | -4 | 1 | -1
10) CCOC(=O)c1c(C)[nH]c(C)c1S(=O)(=O)N(C)CC(=O)Nc1cc(C)ccc1OC
 : -3 | -2.3 | 1 | 1 | 3 | -2 | -1 | -3 | -1 | 1
11) CCOC(=O)N1CCN(C(=O)C2CCC(=O)N(CCc3ccccc3)C2)CC1 (centres undefined)
 : 4 | -1.1 | 3 | 3 | -10 | 2 | 0 | -1 | 0 | -2
12) COc1cc2c(cc1OC)C(C)N(C(=O)c1cc(C)on1)CC2 (centres undefined)
 : -1 | -0.2 | 5 | -1 | -13 | 2 | 5 | 4 | 0 | -4
13) CCOCCCNC(=O)c1ccc(NC(C)=O)cc1
 : 2 | -0.9 | 1 | -10 | -2 | 4 | -12 | -1 | -1 | 1
14) C[C@H](NC(=O)c1cc2cc(Cl)ccc2n1C)C(=O)N[C@@H](C(=O)O)c1ccccc1
 : -3 | 1.5 | 0 | 4 | -1 | -4 | 7 | 3 | -3 | -1
15) CCN1CCN(Cc2ccc(NC(=O)c3ccc(C)c(NC(=O)c4ccno4)c3)cc2C(F)(F)F)CC1
 : -2&0 | -2.7&-0.8 | 5&2 | 6&-5 | -11&4 | -1&0 | 7&1 | -3&0 | 4&0 | 2&-4
16) O=C(C1CCN(c2nc3nonc3nc2N2CCCCC2)CC1)N1CCOCC1
 : -4 | -0.5 | 1 | 2 | 4 | 9 | -1 | 2 | -1 | -2
17) CCn1c(SCC(=O)N/N=C/C=C/c2ccco2)nnc1-c1ccc(OC)cc1
 : 1 | -1.4 | 11 | 0 | 4 | 9 | -5 | 0 | 6 | -2
18) O=C(CCc1ccccc1)NCc1ccccc1
 : 0 | 0.2 | -1 | 3 | 3 | 4 | -2 | -3 | 1 | -8
19) NC(=O)c1ccc(NC(=O)c2ccc(COc3ccc(F)cc3)o2)cc1
 : 1 | 7.6 | -2 | 2 | 4 | 0 | 3 | 1 | -4 | -6
20) O=C(OCC(=O)N1CCN(c2ccc(F)cc2)CC1)c1cnc2ccccc2n1
 : 5 | -1.2 | 1 | 0 | 3 | 7 | -8 | 5 | 1 | 1
21) O=C(CC1SC(N2CCOCC2)=NC1=O)Nc1cc([N+](=O)[O-])ccc1Cl (centres undefined)
 : -5 | -0.8 | 2 | -18 | -2 | -7 | -1 | 5 | 3 | -12
22) CN1C2CCC1CC(NS(=O)(=O)c1cc(Cl)c(Cl)cc1Cl)C2 (centres undefined)
 : -3 | 1.0 | 2 | 8 | 0 | 5 | -2 | 0 | -1 | -5
23) C=C(C)c1cccc(C(C)(C)NC(=O)N2CCN(C(=O)OCC)CC2)c1
 : -5 | -0.9 | 1 | -11 | -3 | -1 | 4 | 3 | 2 | -1
24) COC(=O)[C@@]1(Cc2ccc(F)cc2)[C@H]2c3cc(C(=O)N(C)C)n(Cc4ccccn4)c3C[C@H]2CN1C(=O)c1ccccc1
 : -1 | 0.8 | -1 | 1 | 0 | 8 | 1 | . | 1 | 0
25) CCOc1ccc(OCCOCCn2ccnc2)cc1
 : 5 | -1.7 | 3 | 2 | -6 | -2 | -2 | 3 | 2 | 15
26) CCCCC(=O)NC(=S)Nc1cccc(NC(=O)CC)c1
 : 2 | 1.0 | -1 | 1 | -5 | 7 | 7 | 1 | 1 | 0
27) Cc1ccc(/C=C2/C(=O)ON=C2c2ccccc2)o1
 : 3 | -2.9 | -1 | 9 | 0 | 14 | -1 | 9 | 25* | 16
28) COc1ccccc1OCCCCNC(C)(C)C
 : 0 | -0.1 | -1 | -3 | 4 | -1 | 0 | 3 | -3 | 2
29) CC1CCN(CCc2nc3cc(NC(=O)Nc4ccccc4)ccc3n2C)CC1
 : 0 | -1.0 | 0 | 3 | 3 | -3 | -1 | 3 | -1 | -7
30) COc1ccc(NC(=O)N(C)C[C@H]2Oc3ccc(NC(=O)Nc4ccc(C(F)(F)F)cc4)cc3C(=O)N([C@H](C)CO)C[C@@H]2C)cc1
 : 0 | 1.0 | 0 | 0 | 4 | -53 | -1 | -54 | -6 | -63
31) COc1ccccc1-c1ccc(SCC(=O)NC2CCCC2)nn1
 : 5 | -0.6 | 2 | 37* | -4 | -6 | 0 | 5 | -2 | -7
32) CCc1nc2c(OCC(=O)C(C)(C)C)cccn2c1N(C=O)Cc1ccccc1
 : -3 | 0.5 | 2 | 0 | -5 | -5 | 0 | . | 5 | -1
33) CC(C)C(NC(=O)c1ccc(F)cc1)C(=O)N1CCN(C(=O)c2ccco2)CC1 (centres undefined)
 : -6 | 0.3 | 7 | 4 | -5 | 0 | 5 | -4 | -2 | 4
34) CCOc1ccccc1Nc1nc2ccccc2n2cnnc12
 : 2 | 0.7 | -3 | 5 | 2 | 7 | 8 | -3 | -4 | 3
35) CC(=O)Nc1cccc(-c2nc3ccc(NC(C)=O)cc3s2)c1
 : -10 | -0.4 | -4 | -2 | -2 | -18 | 2 | -21 | 4 | -35
36) CCCN(CCC)S(=O)(=O)c1ccc(Cl)c(OC)c1
 : -3 | -2.1 | 2 | 3 | 8 | 2 | 2 | -4 | -4 | -2
37) COc1cccc2sc(N)nc12
 : 1 | 0.8 | -1 | -10 | 7 | -1 | 1 | -2 | 0 | 2
38) C=CCSc1nnc(-c2ccccc2N=Cc2c(C)[nH]n(-c3ccccc3)c2=O)c(=O)[nH]1
 : -1 | -1.5 | -20 | -4 | 8 | 5 | 0 | 4 | 1 | -11
39) CC(C)(C)OC(=O)C[C@H]1C/C=C\C[C@H](CC(=O)NCCO)C(=O)N2CCC[C@@H]2COC1=O
 : 4 | -1.0 | -2 | 8 | 1 | -1 | 4 | 4 | -1 | 0
40) O=C(COc1ccc2cc(Br)ccc2c1)N1CCOCC1
 : -2 | -0.1 | -3 | 9 | 8 | -10 | -2 | -2 | -1 | 1
41) O=C(Nc1cc2c(oc1=O)CCCC2=O)c1ccc(Cl)cc1
 : 17* | -2.0 | 41* | 10 | 11 | 3 | 1 | 6 | 3 | 2
42) COc1ccc(CCNC(=S)Nc2ccccc2)cc1
 : -2 | -0.4 | 7 | 7 | -5 | -13 | 10 | -2 | 5 | -5
43) Oc1ccc(O)c(Cc2nc3ccccc3s2)c1
 : -3 | -1.7 | 2 | 4 | -2 | 15 | 8 | 9 | 49* | 4

Part of the list above in order of molecular weight, lowest first.
Results follow in this order: LEDGF integ inh | PG9 binder | UHRF1 MBD2 ctr | TDP2 absorb | TCR CD3 inh | ABHD4 inh | DDE Tn7 FP inh | HTRA1 inhibitor | PRMT1 inh | SIAE inh
28) COc1ccccc1OCCCCNC(C)(C)C
 : 0 | -0.1 | -1 | -3 | 4 | -1 | 0 | 3 | -3 | 2
27) Cc1ccc(/C=C2/C(=O)ON=C2c2ccccc2)o1
 : 3 | -2.9 | -1 | 9 | 0 | 14 | -1 | 9 | 25* | 16
25) CCOc1ccc(OCCOCCn2ccnc2)cc1
 : 5 | -1.7 | 3 | 2 | -6 | -2 | -2 | 3 | 2 | 15
42) COc1ccc(CCNC(=S)Nc2ccccc2)cc1
 : -2 | -0.4 | 7 | 7 | -5 | -13 | 10 | -2 | 5 | -5
40) O=C(COc1ccc2cc(Br)ccc2c1)N1CCOCC1
 : -2 | -0.1 | -3 | 9 | 8 | -10 | -2 | -2 | -1 | 1
29) CC1CCN(CCc2nc3cc(NC(=O)Nc4ccccc4)ccc3n2C)CC1
 : 0 | -1.0 | 0 | 3 | 3 | -3 | -1 | 3 | -1 | -7
33) CC(C)C(NC(=O)c1ccc(F)cc1)C(=O)N1CCN(C(=O)c2ccco2)CC1 (centres undefined)
 : -6 | 0.3 | 7 | 4 | -5 | 0 | 5 | -4 | -2 | 4
30) COc1ccc(NC(=O)N(C)C[C@H]2Oc3ccc(NC(=O)Nc4ccc(C(F)(F)F)cc4)cc3C(=O)N([C@H](C)CO)C[C@@H]2C)cc1
 : 0 | 1.0 | 0 | 0 | 4 | -53 | -1 | -54 | -6 | -63

High-throughput results (PubChem)
